KLK5 inh: human KLK5 protease inhibitors, primary screen, biochemical, 1536-well | AID 873, 2007 | Kallikrein-5 (Homo sapiens), Q9Y337 | actives 0.59% (n = 210,000) | inhibition, % at 5 µM | recombinant hK5, fluorogenic AMC substrate cleavage;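 active = inhibition of 40% or more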;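 also: 0% = enzyme controls without compound and 100% = no-enzyme blanks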
Target sequence (Q9Y337 67-293 limits assumed): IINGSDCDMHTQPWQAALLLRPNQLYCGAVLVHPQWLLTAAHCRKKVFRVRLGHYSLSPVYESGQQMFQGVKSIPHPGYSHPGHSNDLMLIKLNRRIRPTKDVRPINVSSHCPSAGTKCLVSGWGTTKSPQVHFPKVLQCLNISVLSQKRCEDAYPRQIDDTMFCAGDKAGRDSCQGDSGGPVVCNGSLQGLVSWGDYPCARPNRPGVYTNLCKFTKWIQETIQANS
KCC2 mod: KCC2 cotransporter modulators, thallium flux, primary screen, cell-based, HEK293 KCC2, FluoZin-2 fluorescence, MLSMR; Solute carrier family 12 member 5 (Homo sapiens), Q9H2X9; KCC2 cells, thallium flux FluoZin-2 fluorescence; B-score of Tl+ flux slope (higher = more flux/activation; lower = inhibition) at 10 µM; actives 2.2% (n = 190,000);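 active = thallium flux slope and its plate-corrected score both differing from the plate sample mean at a set confidence after two filtering rounds, in either direction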;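 also: slope of fluorescence scaled to starting intensity during 10 to 20 s after thallium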
Rad51 HR inh: human RAD51 strand exchange inhibitors, primary screen, biochemical, fluorescence; hRad51 DNA strand exchange, fluorescence dequenching; inhibition, % at 10 µM; actives 0.085% (n = 200,000); AID 1385, 2008;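 active = inhibition above 40% at the single screening dose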;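 also: 0% = DMSO control wells and 100% = blanks with heterologous ssDNA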
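Material: Human Rad51 nucleoprotein filaments preassembled on unlabelled ssDNA | Also added: Labelled 47-mer dsDNA for strand exchange | Dosing: Single dose, 10 µM final compound | Schedule: 30-min compound preincubation and 15-min exchange, both room temperature | Technique: Fluorescence dequenching at 485/520 nm | Measure: Percent inhibition relative to plate controls and blanks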
FXIIa inh 1536: human FXIIa protease inhibitors, primary screen, biochemical, 1536-well; Coagulation factor XII (Homo sapiens), P00748; purified FXIIa, Boc-QGR-AMC fluorogenic substrate, 2 h; inhibition, % at 5 µM; actives 0.3% (n = 220,000); AID 800, 2007; in the data active = inhibition above about 40%;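 also: 0% = enzyme with no compound and 100% = blank without enzyme; many of its hits are not listed in these tables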
Furin inhibitor: human furin inhibitors, primary screen, biochemical, fluorescence intensity | purified furin, fluorogenic substrate cleavage | inhibition, % at 30 µM | AID 463115, 2010 | P09958 | actives 0.061% (n = 220,000); in the data active = inhibition above about 25%; also: inactives centre near -15
Target sequence (P09958 108-714 limits assumed): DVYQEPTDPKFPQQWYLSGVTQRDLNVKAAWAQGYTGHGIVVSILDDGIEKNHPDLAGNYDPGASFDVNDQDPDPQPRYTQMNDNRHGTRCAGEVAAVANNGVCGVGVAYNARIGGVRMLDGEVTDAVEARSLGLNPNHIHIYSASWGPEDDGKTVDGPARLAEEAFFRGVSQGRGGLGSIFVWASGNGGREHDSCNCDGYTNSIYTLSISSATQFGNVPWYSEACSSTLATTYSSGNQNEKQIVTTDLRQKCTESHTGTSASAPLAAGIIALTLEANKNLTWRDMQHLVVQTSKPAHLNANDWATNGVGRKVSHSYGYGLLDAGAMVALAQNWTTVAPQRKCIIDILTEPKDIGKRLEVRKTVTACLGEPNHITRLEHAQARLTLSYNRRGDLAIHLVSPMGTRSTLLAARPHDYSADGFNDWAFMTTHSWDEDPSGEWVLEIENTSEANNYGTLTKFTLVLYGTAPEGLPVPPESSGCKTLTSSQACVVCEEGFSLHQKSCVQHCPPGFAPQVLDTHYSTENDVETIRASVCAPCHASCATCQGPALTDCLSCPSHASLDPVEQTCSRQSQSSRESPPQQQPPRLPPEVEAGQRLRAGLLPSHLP
m-calpain inh: inhibitors of pig calpain II, primary screen, biochemical, fluorogenic peptide substrate, 1536-well; inhibition, % at 16 µM; AID 1236, 2008; actives 0.37% (n = 220,000); purified calpain II, 30 min;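 active = inhibition above about 50%, limit read from the data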
Thrombin inh: human alpha-thrombin inhibitors, primary screen, counter-screen for coagulation protease inhibitor project, biochemical, 1536-well, fluorogenic AMC substrate. Boc-VPR-AMC fluorogenic substrate cleavage. inhibition, % at 5 µM. actives 0.26% (n = 220,000). AID 1046, 2008. Prothrombin (Homo sapiens), P00734;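 active = inhibition at or above 40%; inactive = inhibition below 40%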;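 also: 0% = enzyme with no compound and 100% = wells without enzyme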
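System – human alpha-thrombin protein · Reagent – Boc-VPR-AMC substrate, 15 µM final · Compound – 5 µM single dose in 0.2% DMSO · Schedule – reaction at room temperature · Technique – AMC fluorescence at 355 nm excitation and 460 nm emission · Read-out basis – % inhibition relative to enzyme controls and enzyme-free blanks · Control set – no-compound enzyme wells and no-enzyme blanks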
FXIa inh: human FXIa protease inhibitors, primary screen, biochemical, 1536-well; Coagulation factor XI (Homo sapiens), P03951; purified FXIa, Boc-Glu-Ala-Arg-AMC fluorogenic substrate; inhibition, % at 5 µM; actives 0.14% (n = 220,000); AID 798, 2007;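 active = inhibition of at least 40%; inactive = inhibition below 40%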;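 also: fluorescence of freed AMC excited at 355 nm; 0% = enzyme without compound and 100% = no enzyme blank; many of its hits are not listed in these tables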
PERK inhibitor: block of dimerizer-induced PERK translation repression, primary screen, PERK inhibitor project, CHO PERK-DD cells, SEAP luminescence, HTS; inhibition, % at 5.6 µM; Eukaryotic translation initiation factor 2-alpha kinase 3 (Homo sapiens), Q9NZJ5; actives 0.17% (n = 220,000); CHO PERK-DD fusion, SEAP luminescence translation reporter;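 active = inhibition above the mean inhibition of all tested compounds plus 3 SD, set separately per screening campaign, cut at about 2.9% in these data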;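 also: PERK kinase domain activated by AP20187 dimerizer at 100 nM; 0% = DMSO with dimerizer and 100% = rapamycin at 8.4 µM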
Numbers without * were called inactive; nt = not tested or not shown; [ ] = dose if it differs, or a comment.

SMILES	KLK5 inh	KCC2 mod	Rad51 HR inh	FXIIa inh 1536	Furin inhibitor	m-calpain inh	Thrombin inh	FXIa inh	PERK inhibitor
O=C1C2C3C=CC(C3)C2C(=O)N1Nc1c(Cl)cc(Cl)cc1Cl (centres undefined)	26	0.0057	-8	33	-14	21	-4	34	-0.8
CCCNC(=O)c1cccc(Br)c1	6	nt	-10	-2	-20	20	-9	-6	0.8
O=C(Cc1ccccc1)N1CCN=C1SCc1ccc([N+](=O)[O-])cc1	-9	-0.54	6	11	-13	4	-3	6	-0.5
COc1ccccc1Nc1nc2nonc2nc1N1CCCCC1C (centres undefined)	-21	-2.1	6	9	-9	0	-2	2	1.1
Cc1ccn2c(NC3CCCCC3)c(C(C)C)nc2c1	5	0.83	nt	13	-14[20 µM]	-40	7	-1	-0.5
CN(Cc1ccccc1)Cc1nc2c(c(=O)n(C)c(=O)n2C)n1Cc1ccccc1Cl	-12	-0.16	0	10	-13	-56	1	3	-0.4
COc1cc2c(cc1OC)C(c1cccs1)N(C(=O)c1ccncc1)CC2 (centres undefined)	6	-0.53	nt	3	-31	-3	-4	-1	0.9
COc1cc(N2C(=O)CC3(CCCC3)CC2=O)cc(OC)c1OC	-1	-0.35	-3	10	-25	-29	-2	-1	0.5
O=C(Nc1cccc(C(=O)N2CCOCC2)c1)c1ncn[nH]1	-20	0.16	0	18	-18[20 µM]	-17	1	2	1.1
O=C(Cn1c(O)c(/C=C2\C=Nc3ccccc32)sc1=O)Nc1ccc2c(c1)OCO2	3	0.01	8	7	-7[20 µM]	34	6	0	2.3
Cc1ccc(NC(=O)c2cc(=O)c3ccccc3o2)cc1S(=O)(=O)N1CCOCC1	-5	-0.054	-14	9	-29	-10	-2	-5	-0.6
Cc1ccsc1C(=O)OCC(=O)NCc1ccco1	-2	0.47	7	4	-29	-16	-7	-5	0.8
Cc1ccc(N2C(=O)CC(Nc3ccccc3)C2=O)cc1 (centres undefined)	-4	-0.8	-1	-4	-22[20 µM]	22	-3	-7	0.4
CC(Sc1nc2c(c(=O)n(C)c(=O)n2C)n1Cc1cc2c(cc1Cl)OCO2)C(=O)O (centres undefined)	-3	nt	1	23	-33	-11	0	15	1.2
O=C1CC(N2CCN(C(c3ccccc3)c3ccccc3)CC2)C(=O)N1 (centres undefined)	-21	-0.0024	-7	16	-9	-48	-1	-1	-1.5
CCCN(c1ccc(C)cc1)c1nc(=O)c2cccnc2s1	-1	-0.33	3	1	-18	10	-4	-3	1.6
Cc1nc2sc3c(c2c(=N)n1N)CCCC3	-27	1.6	10	-10	-29	-5	-2	-9	0.5
O=C(/C=C/c1cccc([N+](=O)[O-])c1)N1CCOCC1	-14	0.65	-9	15	-5	-4	2	9	1.6
Cc1nccn1CCC(=O)Nc1ccc(Cl)cc1	-6	0.57	-26	6	-11	9	0	-4	-0.6
COc1ccc(S(=O)(=O)N2CCN(C(=O)Cc3cccs3)CC2)cc1	-11	0.24	4	8	-13	24	-16	6	0.7
CN(c1ccccc1)S(=O)(=O)c1cccc(NC(=O)Cc2c(F)cccc2Cl)c1	-6	-1.1	17	-2	-7	33	-3	2	-0.8
Cc1ccc2cc(/C=N/NC(=O)c3ccccc3[N+](=O)[O-])c(Cl)nc2c1	1	-0.5	-14	8	-11	-3	-9	-1	-0.6
CC(C)[C@H]1CC[C@@H](C)C(C(=O)c2ccccc2)C1=O (some centres undefined)	-1	-0.34	-4	9	-21	7	0	4	0.3
COc1cnc(-c2ccccc2)nc1Oc1ccc(C(C)(C)C)cc1	-5	-0.42	-3	19	-8[20 µM]	-28	-4	2	1.0
Cc1ccccc1OCCn1cc(C(=O)O)c2ccccc21	0	-0.02	0	10	-26	18	-17	3	0.3

Some of the entries so far, with two lines to a compound:
Fields – KLK5 inh, KCC2 mod, Rad51 HR inh, FXIIa inh 1536, Furin inhibitor, m-calpain inh, Thrombin inh, FXIa inh, PERK inhibitor
O=C(Cn1c(O)c(/C=C2\C=Nc3ccccc32)sc1=O)Nc1ccc2c(c1)OCO2
    3, 0.01, 8, 7, -7[20 µM], 34, 6, 0, 2.3
Cc1ccc(NC(=O)c2cc(=O)c3ccccc3o2)cc1S(=O)(=O)N1CCOCC1
    -5, -0.054, -14, 9, -29, -10, -2, -5, -0.6

(cont.)
SMILES	KLK5 inh	KCC2 mod	Rad51 HR inh	FXIIa inh 1536	Furin inhibitor	m-calpain inh	Thrombin inh	FXIa inh	PERK inhibitor
CS(=O)(=O)N(CC(=O)N1CCN(c2cccc(Cl)c2)CC1)C1CCCCC1	0	-1.3	-6	-7	-19[20 µM]	1	-11	-5	0.5
O=C(CSc1cccc(C(F)(F)F)c1)N1CCN(S(=O)(=O)c2ccccc2)CC1	-11	-2.1	-3	9	3	-29	1	-8	-0.2
O=C(CN1CCC(O)(c2ccc3c(c2)OCO3)CC1)N1CCOCC1	-29	nt	6	6	-14[20 µM]	-31	-3	-3	-0.8
CCCn1nnc(NC(=O)c2cccc(OCc3ccccc3)c2)n1	-11	-0.35	0	13	-4[20 µM]	-1	1	2	-0.2
Cc1nnc(SCCn2c(N3CCC(C)CC3)nc3c2c(=O)n(C)c(=O)n3C)s1	nt	0.058	1	nt	-20[20 µM]	nt	nt	nt	-0.5
COc1ccc(C(=O)C2CCCN(C(=O)c3cccs3)C2)cc1F (centres undefined)	-2	-0.42	-3	2	-34	-16	-7	-4	0.3
COc1ccc(C(=O)NCc2nnc(SCC(=O)Nc3nc4ccc(C)cc4s3)o2)cc1OC	-18	0.53	0	2	-5	-16	-7	5	0.7
Cc1ccc(OCC(=O)N/N=C/c2ccc([N+](=O)[O-])o2)cc1	-19	-1.2	nt	12	-10[20 µM]	-28	6	6	0.7
Cc1nn(CCN)c(C)c1Cl	-4	1.5	-2	4	-30	-32	-5	-5	1.7
CCCCCCCCNC(=O)c1cnsn1	-7	0.5	25	4	-7	28	-2	6	0.2
O=C(O)c1c(Cl)c(Cl)c(Cl)c(Cl)c1C(=O)N1CCCC1	-13	nt	-13	23	-23[20 µM]	-17	2	15	-0.1
O=S(=O)(c1cccc(-c2nc3ccccc3s2)c1)N1CCCC1	-11	nt	-2	6	-18[20 µM]	10	2	11	-0.6
COc1cccc(C(=O)Nc2cccnc2)c1OC	-2	0.082	-1	11	-27	-25	-4	-4	-0.1
O=C(Oc1cccc2cccnc12)c1cccc(-n2cnnn2)c1	-4	-0.45	1	14	-24[20 µM]	-10	0	5	0.8
CCc1cc2c(NCC3CCCO3)ncnc2s1 (centres undefined)	-2	nt	6	-7	-10	-23	-12	-9	-0.5
O=C(COC(=O)c1cccc(Oc2ccccc2)c1)NCc1ccco1	-28	-1.3	-3	-7	-18[20 µM]	19	-11	-9	1.1
O=C1c2ccccc2NC2(CCCCC2)N1N=C1CCCCC1	-3	-0.13	1	6	-28	-244	-6	8	0.7
CC(C)Cn1c(N)c(C(=O)COC(=O)c2cnc(Cl)c(Cl)c2)c(=O)n(C)c1=O	-3	-0.9	1	3	-17	63*	0	-7	0.7
CC(=C/c1ccc(C(C)C)cc1)/C=N/NC(=O)Cn1nc(C)cc1C	-21	-1.6	-2	3	-25	29	-8	-6	0.2
COc1ccc(-n2cnnc2SCC(=O)c2cc(C)n(Cc3cccs3)c2C)cc1	-21	-1	-3	0	-14	6	3	-10	-0.2
COc1ccc(-c2nc(CCl)cs2)cc1OC	-15	-0.44	15	0	-16	-98	1	6	1.2
O=C(NC(=S)N1CCN(c2ccc([N+](=O)[O-])cc2)CC1)c1ccc(F)cc1	-20	25*	1	14	-4	0	-9	6	-0.2
O=C(O)c1cccc(NS(=O)(=O)c2ccc(NC(=O)c3ccco3)cc2)c1	-4	0.092	7	1	-25	-3	-6	-4	0.8
Cc1cccc(NC(=O)c2nc[nH]c2C(=O)Nc2cccc(C)c2)c1	-4	0.015	3	8	-26	-73	-1	-1	0.4
Cc1ccc(-c2noc(N=O)c2NO)cc1	0	1.5	nt	6	-7	22	-1	1	1.5
(next part)
SMILES	KLK5 inh	KCC2 mod	Rad51 HR inh	FXIIa inh 1536	Furin inhibitor	m-calpain inh	Thrombin inh	FXIa inh	PERK inhibitor
COc1cc(C(=O)N2CCC(O)(c3ccccc3)CC2)cc(OC)c1OC	51*	0.0091	-9	-6	-19[20 µM]	9	12	2	-0.3
Cc1nnc(N(Cc2ccccc2)C(=O)c2cnccn2)s1	1	nt	-1	12	-24[20 µM]	-16	3	8	2.2
CCOC(=O)c1ccc(Nc2ncnc3nc[nH]c23)cc1	-3	0.088	-5	-1	-17	1	-4	-12	1.4
CC(=O)c1ccc(OCc2ccc(Oc3c(Cl)cccc3[N+](=O)[O-])cc2)cc1	-2	0.0059	nt	8	-3	10	0	-6	0.8
COc1cc2ccc(=O)oc2cc1OCC(O)C(C)(C)O (centres undefined)	-3	-0.23	-3	-3	-134	-371	-12	-2	nt
CCCCn1nc(C(=O)NC2=NCCS2)c2ccccc2c1=O	-18	0.24	3	8	-8	-14	-4	-6	-0.9
CCOc1ccccc1-n1nnnc1SCc1nc2ccccc2s1	6	nt	nt	14	-1	22	-2	0	-0.4
CCC(C)c1ccc(NC(=S)Nc2ccc(OC)c(OC)c2)cc1 (centres undefined)	-9	0.036	7	9	-16[20 µM]	13	1	-4	-0.6
Cc1ncc([N+](=O)[O-])n1CCOC(=O)NC(NCc1cccnc1)C(Cl)(Cl)Cl (centres undefined)	6	1	-6	4	-11	9	-13	1	0.3
C=CCn1c(Cc2c[nH]c3ccccc23)n[nH]c1=S	-30	-0.4	6	0	-19	-18	-12	-7	0.9
CCOc1cc(N2CCOCC2)c(OCC)cc1NC(=O)CN1C(=O)C2CC=CCC2C1=O (centres undefined)	1	0.46	22	9	-28	-35	3	-2	0.8
CCN(CC)CCN(C)Cc1ccc(Br)cc1	14	-0.061	-3	14	-7[20 µM]	-22	1	4	-0.4
CCCCNC(=S)NCc1ccc2c(c1)cc(C)n2C	-10	0.6	1	6	-10	-13	-1	-1	0.3
C=CCSc1nnc2c(n1)OC(c1cccnc1)N(C(C)=O)c1ccccc1-2 (centres undefined)	-4	-0.035	-8	10	-10	5	-3	-2	-0.1
NC(=O)CSc1nnc(-c2cccnc2)n1Cc1ccccc1	-8	-0.83	-1	31	-32[20 µM]	5	4	21	0.1
Cc1c(NC(=S)NC(=O)c2ccco2)cccc1-c1nc2ncccc2o1	-5	13*	0	nt	-4	14	-10	-5	1.0
Cc1ccc(CSCc2ccc(C(=O)NCC3CCCO3)o2)cc1 (centres undefined)	-7	-1.2	-2	7	-20	-15	4	-6	-0.2
COc1ccc(OCC(O)CNC(=O)Nc2ccc(Cl)cc2)cc1 (centres undefined)	-5	-0.66	-1	-3	0	0	9	-3	0.5
O=C1CC(c2cccc(F)c2)c2c(c3ccccc3[nH]c2=O)O1 (centres undefined)	-2	0.25	-2	4	-30	-19	-5	4	0.3
COC(=O)c1ccc(-c2ccco2)n1Cc1ccccc1Cl	-5	-0.27	0	29	-16[20 µM]	0	4	25	0.8

Not all compounds are listed; the hit share may differ from the screen's.
